Assay outcomes: PubChem BioAssay, several laboratories
PKA-R1A act – activates the PKA-R1A holoenzyme complex | PKA-R1A dissociation, Cy5-IP20 fluorescence polarization; scaled: DMSO 0%, 113 µM cGMP 100% | activation, % at 11.4 µM | 0.083% of 340,000 active | AID 504707;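 active = percent activation above the mean of all tested compounds plus 3 SD, cut at about 19% in these data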;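 note: higher means more PKAc released from R1A so a rise in polarization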
HTR5A inv ag – HTR5A inverse agonism, opioid heterodimer counter-screen; 0.083% of 340,000 active; AID 504634; P47898; inhibition, % at 9.3 µM; HTR5A cell line, luminescence; in the data active = inhibition mostly above about 23%, no sharp cut-off; inactive = mostly below about 18%;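 note: 0% = cells with DMSO and 100% = no-cell wells with DMSO; some compounds called inactive have numbers as strong as hits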
SUMO Mot1 rescue – inhibitors of SUMOylation pathway: yeast Mot1-301 growth rescue; S. cerevisiae Mot1-301 growth rescue, ATP luminescence, 38.5C; percent above DMSO median, 100 means doubled; growth rescue, % at 18.8 µM; 1% of 320,000 active;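 active = every valid replicate shows activation above 250% relative to neutral control wells; inactive = the rest, any valid replicate at or below 250%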;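 note: OY570 slx delta 5 strain wells were the positive control but not used for scaling; some compounds called inactive have numbers as strong as hits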
Tat export inh – blocks Tat-dependent protein export in E. coli | 0.036% of 340,000 active | inhibition, % at 10 µM | E. coli MC4100 TorA-mCherry Tat export, fluorescence | AID 488895;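 active = mean replicate inhibition at least 50% and at least half of replicates individually reaching 50%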;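 note: exported cargo escapes ClpAP degradation while cytoplasmic cargo is degraded and loses fluorescence; 0% = median of neutral control wells and 100% = median of NaSCN control wells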
HTR5A ag – HTR5A agonism, opioid heterodimer counter-screen | P47898 | HTR5A agonist assay, luminescence, cell-based | activation, % at 9.3 µM | 0.61% of 340,000 active | AID 504692; in the data active = activation mostly above about 9.5%, no sharp cut-off; inactive = mostly below about 7.6%;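 note: 0% = cells with vehicle only and 100% = reference agonist; strong numbers were not always called active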
E coli growth – bacterial growth inhibition, counter-screen for AddAB inhibitors. E. coli V3065 growth, OD600 absorbance, 18 h. inhibition, % at 11.9 µM. 0.27% of 330,000 active;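 active = inhibition above the campaign's mean inhibition across all tested compounds plus 3 SD, cut at about 9.9% in these data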;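 note: uninfected addAB+ strain grown without phage in ampicillin broth; 0% = DMSO wells and 100% = ciprofloxacin 0.95 µg/ml wells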
phage Ecoli inh – E. coli growth loss with phage present. growth absorbance. inhibition, % at 11.9 µM. 0.26% of 360,000 active. AID 651602; in the data active = inhibition above about 11%
CDK5 inh – CDK5/p35 (human) kinase inhibition; Q00535+Q15078; Recombinant CDK5/p35, ADP-Glo luminescence, 60 min; inhibition, % at 10 µM; 0.01% of 330,000 active; AID 488839;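 active = highest replicate inhibition of at least 50% and at least 75% of replicates reaching 50%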;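 note: plate controls were DMSO neutral control for no effect and GW8510 at 10 µM for full effect; many of its hits are not listed in these tables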
Target sequence (Q00535 whole entry, looked up): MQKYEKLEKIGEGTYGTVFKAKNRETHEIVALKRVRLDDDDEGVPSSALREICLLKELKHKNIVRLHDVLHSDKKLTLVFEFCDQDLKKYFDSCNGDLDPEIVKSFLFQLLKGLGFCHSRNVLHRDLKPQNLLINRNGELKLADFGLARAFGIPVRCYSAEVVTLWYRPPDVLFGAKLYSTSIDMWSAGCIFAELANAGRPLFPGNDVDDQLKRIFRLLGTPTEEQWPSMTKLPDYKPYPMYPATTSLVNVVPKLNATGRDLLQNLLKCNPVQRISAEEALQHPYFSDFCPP
Target sequence (Q15078 whole entry, looked up): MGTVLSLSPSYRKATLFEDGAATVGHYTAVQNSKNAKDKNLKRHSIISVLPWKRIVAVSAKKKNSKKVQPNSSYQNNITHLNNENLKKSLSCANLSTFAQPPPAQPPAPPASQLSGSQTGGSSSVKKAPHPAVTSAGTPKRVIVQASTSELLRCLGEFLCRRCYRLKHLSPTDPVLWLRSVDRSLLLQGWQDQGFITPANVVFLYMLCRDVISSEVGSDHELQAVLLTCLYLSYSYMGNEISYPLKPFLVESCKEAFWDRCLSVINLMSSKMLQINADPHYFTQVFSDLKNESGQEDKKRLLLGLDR
PKA-R2B activ – PKA-R2B complex activation | AID 504700 | activation, % at 11.4 µM | 0.079% of 340,000 active | P22694+P31323 | PKA-R2B holoenzyme dissociation, Cy5-IP20 fluorescence polarization; R2B truncated from residue 108, S112A mutant; 0% DMSO only, 100% 113 µM cGMP;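 active = activation above a cutoff set at the mean over all compounds plus 3 SD, cut at about 18% in these data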;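 note: higher means more holoenzyme dissociation and a rise in polarization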
Target sequence (P31323 whole entry, looked up, other chains not shown, the tested form may be a part): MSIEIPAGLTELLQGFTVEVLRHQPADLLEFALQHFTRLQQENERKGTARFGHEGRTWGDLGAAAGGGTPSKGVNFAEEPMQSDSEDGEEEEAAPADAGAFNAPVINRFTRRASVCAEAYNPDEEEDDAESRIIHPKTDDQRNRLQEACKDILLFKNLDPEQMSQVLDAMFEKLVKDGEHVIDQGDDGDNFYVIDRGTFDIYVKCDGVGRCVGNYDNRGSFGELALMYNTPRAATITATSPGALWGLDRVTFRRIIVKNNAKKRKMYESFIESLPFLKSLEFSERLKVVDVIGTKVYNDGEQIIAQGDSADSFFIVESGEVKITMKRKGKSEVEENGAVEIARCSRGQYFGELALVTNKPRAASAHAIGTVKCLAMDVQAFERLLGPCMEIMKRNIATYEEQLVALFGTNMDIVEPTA
AddAB inh – less growth of phage-infected E. coli with AddAB; E. coli expressing H. pylori AddAB, absorbance growth; inhibition, % at 11.9 µM; 0.29% of 330,000 active; AID 435030; in the data active = inhibition above about 12%;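 note: 0% = vehicle wells of infected cells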
DAGLB inh – blocks human DAGLB lipase activity; HEK293T DAGLB membrane lysate, EnzChek fluorogenic substrate; inhibition, % at 5.17 µM; 0.059% of 340,000 active; in the data active = inhibition above about 34%;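 note: 0% = enzyme with vehicle and 100% = wells lacking enzyme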
Numbers without * were called inactive. Random draw from the library; 2.3% or so of the library scored in one or more.

What do the screens show for `COc1ccc(CNC(=O)c2ccccc2SCC(=O)NCc2ccco2)cc1`?
PKA-R1A act: 1; HTR5A inv ag: 13; SUMO Mot1 rescue: -14; Tat export inh: 4; HTR5A ag: -5; E coli growth: -0.7; phage Ecoli inh: 1.3; CDK5 inh: -3.3; PKA-R2B activ: 10; AddAB inh: -2.1; DAGLB inh: 0

What do the screens show for `Cc1ccc(N2C(=O)/C(=C\c3ccco3)SC2=S)cc1`?
PKA-R1A act: 6; HTR5A inv ag: -14; SUMO Mot1 rescue: 439; Tat export inh: 6; HTR5A ag: 3; E coli growth: -2.9; phage Ecoli inh: 1.1; CDK5 inh: -1.1; PKA-R2B activ: 7; AddAB inh: 2.0; DAGLB inh: -2

What do the screens show for `CC(=O)Nc1ccc(S(=O)(=O)N2CCc3ccccc3C2)cc1`?
PKA-R1A act: 13; HTR5A inv ag: 12; SUMO Mot1 rescue: 266; Tat export inh: 1; HTR5A ag: -5; E coli growth: 0.8; phage Ecoli inh: 1.3; CDK5 inh: -0.7; PKA-R2B activ: -6; AddAB inh: 1.1; DAGLB inh: 0

What do the screens show for `O=C(NC(=S)Nc1ccc2[nH]c(=O)[nH]c2c1)c1cc(Br)ccc1Cl`?
PKA-R1A act: 15; HTR5A inv ag: 9; SUMO Mot1 rescue: 395; Tat export inh: -22; HTR5A ag: 0; E coli growth: -1.7; phage Ecoli inh: 0.4; CDK5 inh: 1.0; PKA-R2B activ: 7; AddAB inh: 4.9; DAGLB inh: 1

How did CCCn1c(SCC(=O)NC(=O)NC(C)(C)C)n[nH]c1=O do in these assays?
PKA-R1A act: -1; HTR5A inv ag: -6; SUMO Mot1 rescue: -2; Tat export inh: 5; HTR5A ag: 2; E coli growth: -0.3; phage Ecoli inh: 2.0; CDK5 inh: -2.2; PKA-R2B activ: -7; AddAB inh: 0.6; DAGLB inh: 3

What do the screens show for `Cc1[nH]nc(NNC(=O)c2ccccc2)c1[N+](=O)[O-]`?
SUMO Mot1 rescue: -4; Tat export inh: -5; E coli growth: 0.5; phage Ecoli inh: -0.4; CDK5 inh: 1.2; AddAB inh: 3.7

How did Cc1cccc(-c2cc3nc(C)cc(N4CC(C)CC(C)C4)n3n2)c1 (stereo unspecified) do in these assays?
PKA-R1A act: -6; HTR5A inv ag: 1; SUMO Mot1 rescue: -13; Tat export inh: -1; HTR5A ag: 0; E coli growth: 0.0; phage Ecoli inh: 3.0; CDK5 inh: -1.0; PKA-R2B activ: -7; AddAB inh: 1.9; DAGLB inh: -2

What do the screens show for `CCOC(=O)N1CC(C)N(CC(O)CN2CCOCC2)CC1C` (stereo unspecified)?
PKA-R1A act: 4; HTR5A inv ag: -1; Tat export inh: 5; HTR5A ag: 0; phage Ecoli inh: 1.7; CDK5 inh: -2.5; PKA-R2B activ: -5; DAGLB inh: -1

What do the screens show for `COc1ccc(CC(=O)N[C@@H]2c3cc(OC)c(OC)cc3C[C@H]2OCc2ccccc2)cc1`?
PKA-R1A act: 2; HTR5A inv ag: 1; Tat export inh: -9; HTR5A ag: 0; E coli growth: -1.1; phage Ecoli inh: 2.8; CDK5 inh: -0.2; PKA-R2B activ: -9; AddAB inh: 1.1; DAGLB inh: -1

What do the screens show for `CN(C)c1ccc(NC(=O)Nc2ccc3c(c2)nnn3C)cc1`?
PKA-R1A act: -3; HTR5A inv ag: 12; SUMO Mot1 rescue: -1; Tat export inh: -7; HTR5A ag: 1; E coli growth: 1.5; phage Ecoli inh: 1.3; CDK5 inh: 0.9; PKA-R2B activ: 1; AddAB inh: 2.0; DAGLB inh: 1

How did O=C(NCCc1ccccc1)C1CC(c2ccccc2O)=NO1 (stereo unspecified) do in these assays?
PKA-R1A act: -1; HTR5A inv ag: 10; SUMO Mot1 rescue: 6; Tat export inh: -3; HTR5A ag: 1; E coli growth: -0.2; phage Ecoli inh: -0.7; CDK5 inh: -1.4; PKA-R2B activ: -5; AddAB inh: 1.4; DAGLB inh: -4

Results for O=C(C(c1ccccc1)C(O)c1ccccc1)N1CCOCC1 (stereo unspecified) ?
PKA-R1A act: 0; HTR5A inv ag: -9; Tat export inh: -4; HTR5A ag: 2; phage Ecoli inh: 1.5; CDK5 inh: -0.1; PKA-R2B activ: -4; DAGLB inh: 2

Results for O=C1CN(C(=O)c2ccccc2)C(c2ccccc2)c2cc(F)ccc2N1 (stereo unspecified) ?
PKA-R1A act: -7; HTR5A inv ag: 9; SUMO Mot1 rescue: -15; Tat export inh: -6; HTR5A ag: -2; E coli growth: -1.8; phage Ecoli inh: 2.0; CDK5 inh: -1.2; PKA-R2B activ: 1; AddAB inh: -1.6; DAGLB inh: -1

What do the screens show for `COc1ccc(-n2c(C)cc(C(=O)CSc3nnc(-c4cccs4)o3)c2C)cc1`?
PKA-R1A act: 2; HTR5A inv ag: 7; SUMO Mot1 rescue: -7; Tat export inh: 14; HTR5A ag: -3; E coli growth: 0.2; phage Ecoli inh: -2.0; CDK5 inh: -2.6; PKA-R2B activ: -1; AddAB inh: 0.6; DAGLB inh: -8

What do the screens show for `COc1ccc(N2C(=O)CN=C2Nc2nc(C)cc(C)n2)cc1OC`?
PKA-R1A act: 0; HTR5A inv ag: 12; SUMO Mot1 rescue: -14; Tat export inh: -5; HTR5A ag: 0; E coli growth: 0.3; phage Ecoli inh: 1.7; CDK5 inh: 2.1; PKA-R2B activ: 5; AddAB inh: 2.3; DAGLB inh: 1

How did CCOCCCNS(=O)(=O)c1ccc2c(c1)CCN2C(=O)CC do in these assays?
PKA-R1A act: -2; HTR5A inv ag: 0; SUMO Mot1 rescue: 135; Tat export inh: 2; HTR5A ag: -4; E coli growth: -0.3; phage Ecoli inh: 0.4; CDK5 inh: -1.9; PKA-R2B activ: -7; AddAB inh: -0.4; DAGLB inh: 0

How did COc1cccc(C(=O)Nc2ccc(NC(=O)C3CCCCC3C(=O)O)cc2)c1 (stereo unspecified) do in these assays?
PKA-R1A act: 3; HTR5A inv ag: 6; SUMO Mot1 rescue: -3; Tat export inh: 5; HTR5A ag: 0; E coli growth: 0.4; phage Ecoli inh: -1.8; CDK5 inh: -0.7; PKA-R2B activ: 0; AddAB inh: -0.1; DAGLB inh: 0

Results for CC1CCN(Cc2c(C(=O)N/N=C/c3cccc(Cl)c3)nnn2-c2nonc2N)CC1 ?
PKA-R1A act: -13; HTR5A inv ag: 11; SUMO Mot1 rescue: -1; Tat export inh: -4; HTR5A ag: -3; E coli growth: -1.2; phage Ecoli inh: 1.9; CDK5 inh: -2.0; PKA-R2B activ: -11; AddAB inh: 1.2; DAGLB inh: -4

What do the screens show for `O=C(COC(=O)CCCN1C(=O)c2cccc3cccc(c23)C1=O)Nc1ccc(Cl)cc1`?
PKA-R1A act: 4; HTR5A inv ag: 23; SUMO Mot1 rescue: -4; Tat export inh: 4; HTR5A ag: 2; E coli growth: 0.9; phage Ecoli inh: 4.7; CDK5 inh: -0.7; PKA-R2B activ: -5; AddAB inh: 3.5; DAGLB inh: -1

What do the screens show for `COc1ccccc1-c1cn(S(=O)(=O)c2ccc(F)cc2)nc1N`?
PKA-R1A act: 3; HTR5A inv ag: -2; SUMO Mot1 rescue: -4; Tat export inh: 4; HTR5A ag: 3; E coli growth: 1.6; phage Ecoli inh: 0.0; CDK5 inh: 1.3; PKA-R2B activ: 5; AddAB inh: 4.5; DAGLB inh: 0

How did C=CCNc1sc(C(=O)C(C)(C)C)c(N)c1C#N do in these assays?
PKA-R1A act: 8; HTR5A inv ag: 14; SUMO Mot1 rescue: -3; Tat export inh: -2; HTR5A ag: 1; E coli growth: 1.6; phage Ecoli inh: -1.1; CDK5 inh: -1.0; PKA-R2B activ: -5; AddAB inh: 3.0; DAGLB inh: 3

What do the screens show for `O=C(NCCN1CCCC1)C1COc2ccccc2O1` (stereo unspecified)?
PKA-R1A act: -1; HTR5A inv ag: 12; SUMO Mot1 rescue: 0; Tat export inh: -5; HTR5A ag: 4; E coli growth: 0.0; phage Ecoli inh: 4.1; CDK5 inh: -0.1; PKA-R2B activ: 5; AddAB inh: 1.2; DAGLB inh: -2

What do the screens show for `Cc1ccc(CN(C)C(=O)CN2C(=O)NC3(CCCC3)C2=O)o1`?
PKA-R1A act: -7; HTR5A inv ag: 11; SUMO Mot1 rescue: -10; Tat export inh: -6; HTR5A ag: 1; E coli growth: 2.3; phage Ecoli inh: 0.8; CDK5 inh: -0.7; PKA-R2B activ: -6; AddAB inh: 1.9; DAGLB inh: 1

Results for Cc1ccc(N(C(=O)NC2CCCCC2)C2=NCCCCC2)cc1 ?
PKA-R1A act: 7; HTR5A inv ag: 9; SUMO Mot1 rescue: -1; Tat export inh: -8; HTR5A ag: -3; E coli growth: -0.9; phage Ecoli inh: 2.8; CDK5 inh: -1.0; PKA-R2B activ: 0; AddAB inh: 4.5; DAGLB inh: 0

What do the screens show for `CCn1cc(CNC(=O)c2cc(COc3ccc(F)cc3F)on2)cn1`?
PKA-R1A act: -1; HTR5A inv ag: -14; SUMO Mot1 rescue: 0; Tat export inh: -4; HTR5A ag: 2; E coli growth: 2.7; phage Ecoli inh: 7.8; CDK5 inh: -1.3; PKA-R2B activ: -4; AddAB inh: 2.6; DAGLB inh: 1

Results for Cn1nnnc1SCC(=O)N1CCN(C(c2ccccc2)c2ccccc2)CC1 ?
PKA-R1A act: -15; HTR5A inv ag: 26; SUMO Mot1 rescue: 19; Tat export inh: -2; HTR5A ag: -1; E coli growth: -1.2; phage Ecoli inh: -1.1; CDK5 inh: -0.2; PKA-R2B activ: 8; AddAB inh: 0.5; DAGLB inh: 0

What do the screens show for `CCN1/C(=C/c2cc[n+](CCCS(=O)(=O)[O-])c3ccccc23)Sc2ccccc21`?
PKA-R1A act: -4; HTR5A inv ag: 0; SUMO Mot1 rescue: -1; Tat export inh: -2; HTR5A ag: -3; E coli growth: 4.0; phage Ecoli inh: 4.2; CDK5 inh: 0.1; PKA-R2B activ: -4; AddAB inh: 1.2; DAGLB inh: -2

How did COC(=O)c1ccccc1NC(=O)N1CCN(c2ccc(F)cc2)CC1 do in these assays?
PKA-R1A act: 0; HTR5A inv ag: 3; Tat export inh: 6; HTR5A ag: -1; E coli growth: 0.1; phage Ecoli inh: 2.8; CDK5 inh: 0.3; PKA-R2B activ: -15; AddAB inh: 0.0; DAGLB inh: -13

What do the screens show for `CCCc1nc2ccccc2c(C(=O)OCC(=O)Nc2ccc(S(=O)(=O)N3CCOCC3)cc2)c1CC`?
PKA-R1A act: -8; HTR5A inv ag: 2; SUMO Mot1 rescue: -5; Tat export inh: 18; HTR5A ag: -1; E coli growth: -1.5; phage Ecoli inh: 1.9; CDK5 inh: -4.4; PKA-R2B activ: 0; AddAB inh: -0.3; DAGLB inh: -2
